PLAP inhibition: PLAP enzyme inhibitors, biochemical, luminescence, HTS (AID 690) | purified PLAP, luminescent substrate; higher % means a stronger effect | 96,000 compounds, 0.08% hits | inhibition, % at 20 µM; hits with a dose series show IC50 in µM; in the data active = a potency from the dose series; inactive = the rest, 99 in 100 with inhibition below about 30%; also: strong numbers were not always called active
MRP reversal: compounds reversing MRP-mediated drug resistance; H69AR cells + 2 uM doxorubicin, CellTiter-Glo, 72 h; differential viability (reversal), % at 10 µM; 85,000 compounds, 0.04% hits; AID 602;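 active = viability drop by adding the cancer drug above about 55%, with treated viability meeting a 40% cutoff, limit read from the data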;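 also: viability without doxorubicin minus viability with 2 µM doxorubicin for each compound; larger differential means the compound sensitizes cells more to doxorubicin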
NFkB transloc pot: enhances IL-1B driven NFkB nuclear translocation; activation, % at 2 µM; HUVEC IL-1B NFkB p65 nuclear translocation imaging; 94,000 compounds, 0.3% hits;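 active = activation above 40%, about the mean plus 3 SD, also judged a hit on visual image review; inconclusive = activation above 40% but not a hit on visual review; inactive = activation not above 40% and no visual hit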;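 also: percent activation is computed from the nuclear over cytoplasmic p65 intensity ratio; values of inactives mirror those of a sister screen read the other way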
NFkB transloc inh: blocks IL-1B driven NFkB nuclear translocation in HUVEC cells; 94,000 compounds, 0.43% hits; AID 796; inhibition, % at 2 µM; HUVEC IL-1B NFkB p65 nuclear translocation imaging;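 active = inhibition above about 30% together with a positive call from visual inspection of the well image, limit read from the data; inconclusive = inhibition above a set limit but visual check negative; inactive = inhibition not above a set limit, visual check negative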;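 also: nuclear over cytoplasmic p65 intensity ratio measured by imaging; 0% = IL-1B stimulated DMSO wells and 100% = unstimulated DMSO wells; values of inactives mirror those of a sister screen read the other way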
Bcl-B TR3 displacers: displacers of TR3 peptide from Bcl-B, primary screen, selectivity assay for Bfl-1 inhibitor project, biochemical, fluorescence polarization | FP displacement of FITC-TR3 peptide from Bcl-B; higher % means a stronger effect | displacement, % at 20 µM; hits with a dose series show IC50 in µM | 96,000 compounds, 0.11% hits | AID 748;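 active = displacement above 50% at 20 µM plus a fluorescence interference ratio under 1.5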;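 also: plate controls were wells without compound for no effect and wells lacking Bcl-B protein for full effect; a part of the inactive calls stands beside numbers as strong as those of hits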
MRP reversal cytotoxicity: recorded beside MRP reversal, whose call it bears; viability, %; H69AR cells, CellTiter-Glo, 72 h; measured here: cytotoxicity without doxorubicin
MRP reversal with doxorubicin: second read-out of MRP reversal, no call of its own (marks repeat the call); viability, %; measured here: viability with 2 uM doxorubicin; active compounds read low
NFkB transloc inh cell count 2 µM: recorded beside NFkB transloc inh, whose call it bears; cell count; measured here: cells passing quality filter;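 raw number of nuclei counted in each imaged well without normalization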
NFkB transloc pot cell count 2 µM: recorded beside NFkB transloc pot, whose call it bears; cell count; measured here: cells passing quality filter
* marks the source's active call; other numbers are inactive results; u = inconclusive; x = not tested or not shown.

Below each SMILES: PLAP inhibition	MRP reversal	MRP reversal cytotoxicity	MRP reversal with doxorubicin	NFkB transloc pot	NFkB transloc pot cell count 2 µM	NFkB transloc inh	NFkB transloc inh cell count 2 µM	Bcl-B TR3 displacers
- COCCN(Cc1cc2cccc(C)c2[nH]c1=O)C(=O)c1ccccc1
    -36.4%	5.8	96.3	90.5	0.4	160	-0.4	160	-1.6%
- Cc1ccc(S(=O)(=O)Cn2nnnc2C(C(C)C)N2CCN(C(=O)c3ccco3)CC2)cc1 (configuration not stated)
    x	5.9	91.2	85.2	43.8*	128*	-43.8	128	x
- O=c1ccnc(NCCc2ccccc2)[nH]1
    -22.3%	-2.4	95.8	98.1	u	x	-58.7	109	-6.3%
- Cc1cc(C)c(NC(=O)CSc2nnc(-c3ccncc3)n2Cc2ccco2)c(Cl)c1
    -71.8%	19.4	106.7	87.3	-8.7	106	8.7	106	2.9%
- NNC(=O)COc1ncn(-c2ccccc2)n1
    -5.5%	1.0	95.9	94.9	5.4	76	-5.4	76	-4.2%
- Fc1ccc2[nH]c3c(N4CCSCC4)ncnc3c2c1
    16.2%	-19.6	60.2	79.9	x	x	x	x	-0.7%
- CCCOc1ccc(N2C(=O)CC(N3CCN(S(=O)(=O)c4ccccc4)CC3)C2=O)cc1 (configuration not stated)
    -66.0%	17.4	100.6	83.1	-7.6	190	7.6	190	-2.0%
- O=C(Nc1nnc(-c2ccc(Cl)cc2)o1)c1ccccc1Br
    3.3%	-37.9	44.7	82.5	-1.1	57	1.1	57	7.1%
- CC1CN(c2nc(-c3ccccc3)nnc2-c2ccccc2)CC(C)O1 (configuration not stated)
    -12.6%	x	x	x	12.8	166	-12.8	166	-14.9%
- Cn1c(=O)c2c(SCC(=O)NCC3CCCO3)nc(-c3cccs3)nc2n(C)c1=O (configuration not stated)
    20.9%	1.5	28.8	27.3	x	x	x	x	-4.2%
- COCCNC(=O)CS(=O)Cc1nc(-c2ccccc2C)oc1C (configuration not stated)
    -24.2%	13.4	96.2	82.9	8.1	181	-8.1	181	-9.5%
- NC(=O)N1OCC2COc3ccc4ccccc4c3C21 (configuration not stated)
    4.3%	6.4	91.4	85.0	6.4	197	-6.4	197	-9.2%
- O=C(CCN1CCCCC1)c1ccc2c(c1)OCCO2
    6.5%	2.6	89.4	86.8	-1.2	110	1.2	110	2.2%
- COC(=O)c1ccc(CSc2ccc3nnc(-c4ccccn4)n3n2)o1
    -5.9%	-2.1	73.7	75.8	-15.0	62	15.0	62	-4.7%
- CCOc1ccc(/C=N/NC(=O)C(C)N(c2ccc(OC)cc2)S(C)(=O)=O)cc1 (configuration not stated)
    -30.9%	x	x	x	x	x	x	x	-0.1%
- COc1ccc2nc(NC(=O)CSC3=NCCS3)sc2c1
    -2.9%	-21.3	43.3	64.6	-5.0	126	5.0	126	-1.4%
- COc1ccc(OC)c(NC(=O)C(=O)/C=C(\O)c2cc(OC)ccc2OC)c1
    4.4%	x	x	x	7.1	114	-2.7	136	-37.6%
- O=C(NCc1cccs1)c1cc2c(s1)CS(=O)(=O)C2
    4.8%	7.9	98.9	91.0	4.8	178	-4.8	178	-9.0%
- CCC(=O)Nc1cccc(NC(=O)c2ccc3c(c2)OCCO3)c1
    0.9%	x	x	x	x	x	x	x	-2.2%
- CCn1c(SCC(=O)c2ccc(C)cc2)nnc1-c1ccncc1
    2.4%	11.2	93.7	82.5	-5.7	66	5.7	66	-13.4%
- CC1(C)CC(=O)C2=C(C1)OC(N)=C(C#N)C2C#Cc1ccccc1 (configuration not stated)
    -10.1%	-0.5	1.7	2.2	x	x	x	x	5.1%
- O=C(C#Cc1ccccc1)c1ccc([N+](=O)[O-])cc1
    41.0%	-0.3	1.1	1.4	-14.4	57	14.4	57	-4.6%
- O=C1NC(=O)C(CC(=O)N(c2ccccc2)C2(C(=O)NC3CCCC3)CCCCC2)N1 (configuration not stated)
    -16.3%	5.4	85.9	80.5	-9.1	173	9.1	173	-4.8%
- c1ccc(CNc2c3c(nc4ncnn24)CCCC3)nc1
    -148.6%	-1.5	72.5	74.1	5.9	102	-5.9	102	-2.3%
- Cc1ccccc1Cn1c([N+](=O)[O-])cnc1C
    4.8%	x	x	x	3.1	132	-3.1	132	-1.4%
- O=C(CSc1nnc(Cc2cccs2)n1CCc1ccccc1)N1CCCc2ccccc21
    -85.8%	0.0	60.8	60.8	2.0	173	-2.0	173	-5.3%
- C/C(=N\NS(=O)(=O)c1ccc(C)cc1)c1ccc(Br)s1
    12.5%	0.7	103.9	103.2	27.0	172	-27.0	172	6.4%
- CCCCn1c(=NC(=O)c2ccc3c(c2)OCO3)c(C#N)cc2c(=O)n3cccc(C)c3nc21
    -27.2%	27.8	50.8	23.0	33.7	105	-33.7	105	-2.3%
- COc1cc(C(=O)O/N=C2/C=CC(=O)C(C)=C2C)cc(OC)c1OC
    14.3%	x	x	x	-9.0	94	9.0	94	-7.2%
- O=C1C2C3C=CC(C3)C2C(=O)N1CCc1ccccc1 (configuration not stated)
    9.4%	-1.0	89.9	90.9	x	x	x	x	4.1%
- CCOC(=O)c1c(NC(=O)c2ccoc2C)sc(C(=O)N(C)C)c1C
    -68.0%	3.0	82.0	79.0	1.4	164	-1.4	164	30.3%
- CN(C)/C=N/C(=S)Nc1ccc(F)cc1
    13.2%	-1.6	94.5	96.1	3.6	43	-3.6	43	-2.3%
- CC(C)(C)C(=O)Oc1cc(N)n(S(=O)(=O)c2ccccc2)n1
    -27.3%	x	x	x	x	x	x	x	-0.8%
- Cc1cccc(NC(=O)N2CCC(c3nc4ccccc4o3)CC2)c1
    11.5%	4.1	88.7	84.6	x	x	x	x	-4.9%
- CC(C)(C)NS(=O)(=O)CC12CCC(CC1=O)C2(C)C (configuration not stated)
    5.4%	x	x	x	-12.7	206	12.7	206	-9.3%
- O=S(=O)(NCCSc1nc2ccccc2o1)c1ccccc1
    19.3%	11.4	91.2	79.8	-8.8	96	8.8	96	-3.3%
- Cc1ccc(CON=C2CCN(c3ncc(C(F)(F)F)cc3Cl)CC2)cc1
    17.3%	x	x	x	18.0	148	-18.0	148	-6.4%
- CCN(CCNC(=O)c1cc(C)nn1-c1ccccc1)c1ccccc1
    -57.1%	3.5	91.8	88.2	x	x	x	x	1.4%
- Nc1ccccc1-c1nnc(-c2ccc(-c3ccccc3)cc2)o1
    15.7%	x	x	x	25.4	179	-25.4	179	-14.9%
- Cc1ccc(N2CC(C(=O)NCc3cccs3)CC2=O)cc1C (configuration not stated)
    x	11.9	97.1	85.2	4.1	134	-4.1	134	x
- C=C(Cl)COc1ccc2c(CCC)cc(=O)oc2c1
    3.2%	16.0	96.9	80.9	-4.8	97	4.8	97	5.2%
- Cc1ccc(S(=O)(=O)N2CCC(C(N)=O)CC2)c(C)c1C
    5.8%	7.1	116.3	109.3	8.1	173	-8.1	173	-0.8%
- CC(C)(C)Nc1nc2nonc2nc1NC(C)(C)C
    8.8%	6.1	91.8	85.7	-2.0	58	-9.0	127	4.4%
- CCOc1ccc(C(=O)N/N=C/c2ccc(-c3ccc(S(=O)(=O)Nc4ncccn4)cc3)o2)cc1
    -108.2%	x	x	x	-11.2	190	11.2	190	7.3%
- Brc1cccc(-c2nnc(SCc3nc4ccccc4[nH]3)o2)c1
    2.2%	19.0	103.5	84.5	-16.6	170	16.6	170	-7.8%
- CCOC(=O)C1C(=O)C=C(c2ccc(OC)cc2)CC1c1ccco1 (configuration not stated)
    -8.2%	3.9	84.5	80.7	18.9	124	-18.9	124	-2.9%
- CCN(C(=O)COc1cc(=O)n(CC)c2ccccc12)c1cc(Cl)ccc1OC
    -64.4%	17.7	90.1	72.4	3.8	120	-3.8	120	-4.7%
- COc1ccc(COC(=O)c2nc3nc(C)cc(C)n3n2)cc1F
    -9.3%	-19.5	66.3	85.8	26.2	140	-26.2	140	2.2%
- Cc1ccc2nsnc2c1S(=O)(=O)N1CCN(Cc2ccc3c(c2)OCO3)CC1
    -38.9%	-3.2	81.7	84.8	7.0	157	-7.0	157	-2.9%
- Cc1cccc(C)c1NC(=S)NN(Cc1ccccc1)c1ccccc1
    22.2%	x	x	x	5.3	149	-5.3	149	6.1%
- [O-]/[N+](=C/c1ccc(F)cc1)c1ccc(Cl)cc1
    19.7%	-25.0	57.1	82.1	8.3	163	-8.3	163	-7.6%
- CC(C)(C)NC(=O)C(c1ccc(O)cc1)N(Cc1ccco1)C(=O)Cn1nnc(-c2cccs2)n1 (configuration not stated)
    x	-3.8	72.6	76.4	30.7	105	-30.7	105	x
- COC(=O)c1c(C(=O)OC)n(CCCN)c2ccc(C)cc12
    21.0%	27.9	102.0	74.1	-3.6	170	3.6	170	-3.3%
- CCCCC(c1nnnn1CC1CCCO1)N1CCN(c2cccc(C)c2C)CC1 (configuration not stated)
    -42.8%	1.9	76.6	74.7	-1.6	164	1.6	164	-0.6%
- COc1ccc(NC(=O)[C@H](CCS(C)(=O)=O)N2Cc3ccccc3C2=O)c(OC)c1
    2.1%	13.3	93.0	79.6	24.6	189	-24.6	189	-5.4%
- CCCn1c2ccccc2c2nc3ccccc3nc21
    11.1%	16.9	89.2	72.3	-7.4	101	7.4	101	3.1%
- Cc1cc(NC(=O)C2CCC2)n(-c2ccccn2)n1
    -10.8%	7.3	83.9	76.6	x	x	x	x	1.0%
- Cc1ccc(-n2cnnn2)c(S(=O)(=O)N2CCOCC2)c1
    -4.4%	2.2	88.2	86.0	-35.2	138	35.2*	138*	-10.0%
- Cc1ccc2cc(C(c3nnnn3Cc3ccccc3)N3CCN(c4ccccc4)CC3)c(=O)[nH]c2c1 (configuration not stated)
    -50.9%	x	x	x	29.5	87	-29.5	87	-4.1%
- Cc1ccc2cc3cc(C(=O)NCc4ccc5c(c4)OCO5)oc3nc2c1
    7.3%	-10.4	85.7	96.0	9.6	135	-9.6	135	-24.8%

3 entries out of the list above, arranged by the value under NFkB transloc pot, rising.
compound,PLAP inhibition,NFkB transloc pot,NFkB transloc pot cell count 2 µM,Bcl-B TR3 displacers
CCN(C(=O)COc1cc(=O)n(CC)c2ccccc12)c1cc(Cl)ccc1OC,-64.4%,3.8,120,-4.7%
COc1ccc(NC(=O)[C@H](CCS(C)(=O)=O)N2Cc3ccccc3C2=O)c(OC)c1,2.1%,24.6,189,-5.4%
CC(C)(C)NC(=O)C(c1ccc(O)cc1)N(Cc1ccco1)C(=O)Cn1nnc(-c2cccs2)n1 (configuration not stated),x,30.7,105,x

Continued.
Below each SMILES: PLAP inhibition	MRP reversal	MRP reversal cytotoxicity	MRP reversal with doxorubicin	NFkB transloc pot	NFkB transloc pot cell count 2 µM	NFkB transloc inh	NFkB transloc inh cell count 2 µM	Bcl-B TR3 displacers
- O=C1NCCCC1C(=O)N/N=C/c1ccccc1 (configuration not stated)
    2.0%	x	x	x	-7.3	148	7.3	148	-5.3%
- CCOc1nnc(C)c2c(C)n(-c3cccc(OC)c3)nc12
    1.5%	x	x	x	-3.7	133	3.7	133	0.2%
- O=C(CCN1C(=O)CSC1=O)Nc1ccccc1
    -3.5%	-0.5	98.8	99.3	-15.2	178	15.2	178	-10.6%
- C=CCNC(=S)NNC(=O)c1ccc(OCC(C)C)cc1
    -41.0%	15.2	80.6	65.3	-7.2	148	7.2	148	-17.1%
- Cc1cc(-c2nnc3n2N=C(C(C)(C)C)CS3)n[nH]1
    -18.8%	3.5	83.2	79.7	7.1	88	-7.1	88	-0.7%
- CC1=CCC2C(=O)N(c3ccc(C)c(Br)c3)C(=O)C2C1 (configuration not stated)
    -10.5%	x	x	x	1.6	44	-1.6	44	-1.4%
- Cc1ccc(C(=O)C(NC(=O)c2ccco2)Nc2sc3c(c2C(N)=O)CCCC3)cc1 (configuration not stated)
    x	22.9	99.4	76.5	11.4	96	-11.4	96	x
- O=c1cc(NCCCO)c2ccccc2o1
    3.3%	-2.4	90.1	92.6	19.7	142	-19.7	142	-2.2%

This is a subset; rates above refer to the full screens.
